High-throughput results: PubChem BioAssay, National Center for Advancing Translational Sciences (NCATS)
TCR activator: T cell receptor activation; primary human leukocytes, anti-CD3, IL-2 HTRF, 48 h; Potency, µM (series often up to 9.22 µM), without a hit: at the top dose activation of IL-2 secretion, most hits filed as activators; 330,000 tested, under 10 active; AID 504894; also: % of control where 0% means no effect
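Compounds are tested in HTS on primary human leukocytes co-incubated with a-CD3 beads for 48 hr. IL-2 output is measured by time-resolved FRET.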
ELG1 repair inh: inhibitors of ELG1-dependent DNA repair in HEK293T cells; HEK293T ELG1-luciferase reporter, luminescence, 16 h; DNA damage induced by 5-fluorouridine; Potency, µM (series often up to 46.1 µM), without a hit: top-dose activity change, negative = inhibition, hits mostly inhibitors; 2.3% of 330,000 active; AID 504467; also: potency is read from the fitted curve at half-maximal effect; % is scaled to controls: 0 for no effect and ±100 for the full control effect; nearly all actives have a fitted effect of over 55% in size
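Cells (2,000 per well) received 5-fluorouridine plus test compound or DMSO and were incubated 16 hr at 37 °C, 5% CO2. Luciferase activity was read by luminescence 30 min after ONE-Glo addition; signal suppression marked inhibition of damage-induced ELG1 function.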
BCR signal inh: chronic active BCR signaling inhibition | 0.05% of 340,000 active | ABC-DLBCL IkBa-CBG/CBR reporter, luminescence ratio, 4 h | Potency, µM (series often up to 46.1 µM), for the others: top-dose ratio change, negative = lower green/red ratio, most hits filed as inhibitors; active = well fitted inhibition curve with a large enough effect in the signal ratio, with a control signal flat, not every such curve was filed as active; inconclusive = small, poorly fitted or top-dose-only effect, or effect the other way, or a change in a side signal; the % refers to the signal ratio;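 also: potency is read from the fitted curve at half-maximal effect; plate controls were basal doxycycline-induced cells for no effect and cells given 10 µM MG132 for full effect; MG132 reads +100%, hits lower the ratio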
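Doxycycline induced both beetle luciferases in TMD8 lymphoma cells; IKK-driven degradation limits the IkappaBalpha-fused green signal, while red luminescence normalises for cell number and nonspecific effects. Compounds tested up to 46 uM, 4 hrs.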
Mito fusion yeast: mitochondrial division inhibition or fusion activation | S. cerevisiae fusion-defective mutant growth rescue, CellTiterGlo 48 h | Potency, µM (highest dose often 46.1 µM), for the others: at the top dose growth rescue (activation), actives largely listed as activators | 0.23% of 320,000 active;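 also: potency is read from the fitted curve at half-maximal effect; % of control where 0% means no effect; nearly all actives have a fitted effect of over 45% in size; temperature-sensitive fusion mutants such as fzo1-1 at 37 °C on non-fermentable ethanol glycerol medium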
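Temperature-sensitive fusion-defective S. cerevisiae (e.g. fzo1-1, mgm1-5) were grown with compound in YPEG medium (3% ethanol, 3% glycerol) for 48 hours at 37C. Growth rescue was measured as viability by CellTiterGlo luminescence after 10 minutes at ambient.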
AT treatment: potential ataxia-telangiectasia treatments restoring KAP-1 phosphorylation; Potency, µM (series often up to 57.5 µM), inactives show at the highest dose activation, hits mostly activators; […] A-T fibroblasts, KAP-1 phosphorylation AlphaLISA; neocarzinostatin DNA damage 30 min before lysis; 0.19% of 320,000 active; AID 485349; also: potency is read from the fitted curve at half-maximal effect; % of control where 0% means no effect; nearly all actives have a fitted effect of over 45% in size
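ATM-like activity read as KAP-1 phosphorylation via AlphaLISA donor/acceptor antibody pairs after lysis and 6 hr at 25C. Cells were ATM-null patient fibroblasts ([…], hTERT), dosed 60 min, then exposed to the DSB inducer NCS for 30 min.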
TSHR antag: blocks TSH signaling through the human TSH receptor; TSHR-expressing cells, TSH-stimulated cAMP HTRF, 2 h; stronger effect = lower value; P16473; AID 504810; 0.2% of 330,000 active; activity change, negative = inhibition, % at 11.5 µM;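 active = activity change below a set negative limit, meaning inhibition stronger than a set level, cut at about -70% in these data; inconclusive = activity change between two set negative limits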; also: % is scaled to controls: 0 for no effect and ±100 for the full control effect
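Antagonism was scored as loss of TSH-driven cAMP in TSHR cells, stimulated with 4nM TSH (EC80) for 2 hours at 37 deg C and detected by homogeneous HTRF competition immunoassay.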
Integrin act MD: activators of alpha7 integrin expression for muscular dystrophy; alpha7betagal myoblasts, beta-gal FDG fluorescence, 48 h; Potency, µM (highest dose often 38.3 µM), inactives show at the highest dose activation, hits mostly activators; 0.064% of 350,000 active;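 also: potency is read from the fitted curve at half-maximal effect; 100% = response of the positive control SU9516; nearly all actives have a fitted effect of over 60% in size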
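alpha7betagal+/- myoblasts (passage 13, 250/well) treated 48 h at 37C with compounds at 1:260 dilution of DMSO stock. Lysed, then beta-galactosidase activity read as FDG fluorescence (ex 480/em 540) after 30 min, with pre-read for autofluorescence.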
Eya2 inh: Eya2 (human) phosphatase inhibition. O00167. recombinant Eya2, OMFP fluorescence dephosphorylation (OMFP is methylfluorescein phosphate). Potency, µM (highest dose often 76.9 µM), for inactives: at the top dose activity, negative = inhibition, hits mostly inhibitors. 0.006% of 330,000 active. AID 488837; also: potency is read from the fitted curve at half-maximal effect; % is scaled to controls: 0 for no effect and ±100 for the full control effect
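Eya2 (0.2 uM) preincubated 10 min at ambient with compound, then OMFP substrate added at 50 uM; 10 min reaction in 50 mM HEPES pH 7.5, 50 mM NaCl, 5 uM MgCl2, 0.05% BSA, 1 mM DTT. Fluorescence read at Ex 485/Em 525 nm.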
TSG101-PTAP inh: blocks PTAP/TSG101 interaction to inhibit HIV-1 budding; Fluorescence polarization, FITC-PTAP peptide / Tsg101 binding; Potency, µM (series often up to 115 µM), for the others: at the highest dose activity change, negative = inhibition, usual class: inhibitors; 340,000 tested, under 10 active; AID 493005; active = well fitted inhibition curve with a large enough effect in the main read-out, with a control signal flat, not every such curve was filed as active; inconclusive = small, poorly fitted or top-dose-only effect, or effect the other way, or a change in a side signal; inactive = no such curve, though single readings can be large or run the other way; also: potency is read from the fitted curve at half-maximal effect; % of control where 0% means no effect
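Compounds were pin-transferred onto Tsg101 binding domain (10 uM final) in HEPES pH 7.5 buffer, then FITC-PTAP peptide was added at 50 nM final. After 20 min at RT, polarization reported peptide displacement across a qHTS concentration series.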
ASM inhibitor: blocks human secretory acid sphingomyelinase; AID 504937; 0.006% of 340,000 active; P17405; placental ASM, HMU-PC fluorogenic substrate, 60 min; Potency, µM (top dose mostly 57.5 µM), for inactives: at the highest dose activity change, negative = inhibition, actives largely listed as inhibitors; also: potency is read from the fitted curve at half-maximal effect
Target sequence (P17405 47-631 limits assumed): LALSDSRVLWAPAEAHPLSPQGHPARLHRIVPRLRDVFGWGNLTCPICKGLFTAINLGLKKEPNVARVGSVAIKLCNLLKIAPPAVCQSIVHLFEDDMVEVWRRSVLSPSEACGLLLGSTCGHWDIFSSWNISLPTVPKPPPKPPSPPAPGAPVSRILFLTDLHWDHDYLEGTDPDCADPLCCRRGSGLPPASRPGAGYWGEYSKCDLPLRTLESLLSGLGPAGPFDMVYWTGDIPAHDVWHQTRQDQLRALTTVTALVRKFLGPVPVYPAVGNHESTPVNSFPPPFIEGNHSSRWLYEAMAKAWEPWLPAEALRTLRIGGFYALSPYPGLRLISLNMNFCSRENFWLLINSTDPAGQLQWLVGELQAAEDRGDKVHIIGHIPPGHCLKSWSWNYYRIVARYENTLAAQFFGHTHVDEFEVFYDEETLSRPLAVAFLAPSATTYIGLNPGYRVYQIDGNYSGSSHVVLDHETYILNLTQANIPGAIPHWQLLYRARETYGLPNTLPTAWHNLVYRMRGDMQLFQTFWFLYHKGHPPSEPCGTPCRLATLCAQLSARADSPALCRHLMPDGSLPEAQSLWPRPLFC
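Human placenta-derived ASM enzyme was preincubated with compound for 10 minutes at room temperature, then given fluorogenic substrate HMU-PC0 (9 uM final) for 60 minutes at 37 °C; a pH 10 stop preceded fluorescence reading at Ex 386/Em 447 nm.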
Tb PFK inh: blocks T. brucei phosphofructokinase. Potency, µM (series often up to 57.5 µM), for the others: at the highest dose activity, negative = inhibition, actives largely listed as inhibitors. 0.17% of 330,000 active. T. brucei PFK, ADP-Glo luminescence. O15648;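 also: potency is read from the fitted curve at half-maximal effect; 0% = uninhibited 1x PFK enzyme wells and -100% = no-enzyme wells; nearly all actives have a fitted effect of over 60% in size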
Target sequence (O15648 whole entry, looked up): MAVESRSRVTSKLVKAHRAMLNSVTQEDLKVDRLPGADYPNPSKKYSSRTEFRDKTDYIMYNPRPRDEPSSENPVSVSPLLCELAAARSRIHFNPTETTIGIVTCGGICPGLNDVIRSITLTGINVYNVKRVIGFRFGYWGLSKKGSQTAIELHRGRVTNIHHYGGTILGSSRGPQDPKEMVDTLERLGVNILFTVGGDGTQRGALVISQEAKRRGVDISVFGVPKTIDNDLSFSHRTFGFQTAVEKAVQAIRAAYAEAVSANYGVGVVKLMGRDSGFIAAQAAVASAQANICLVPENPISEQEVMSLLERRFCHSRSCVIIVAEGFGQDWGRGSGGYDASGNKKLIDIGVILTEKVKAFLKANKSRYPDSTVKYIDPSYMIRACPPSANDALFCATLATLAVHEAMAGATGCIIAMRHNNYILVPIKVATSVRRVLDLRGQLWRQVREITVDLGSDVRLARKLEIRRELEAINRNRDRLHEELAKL
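In TEA buffer at pH 8.0 with 5 mM MgCl2, enzyme (1.25 nM) converted F6P (0.5 mM) and ATP (0.1 mM) for 45 min at room temperature. ADP product was read by luciferase luminescence.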
The depositor's hits bear a star; ? = inconclusive; · = no result given; [ ] = dose if it differs, or a comment. Unless noted, calls follow the shape of the dose curve; as a rule, active = well fitted curve in the direction sought with a large enough effect; inconclusive = small, poorly fitted or top-dose-only effect, or another doubt; inactive = no such curve, though single readings can be large; an effect the other way counts as inactive or inconclusive.

SMILES | TCR activator | ELG1 repair inh | BCR signal inh | Mito fusion yeast | AT treatment | TSHR antag | Integrin act MD | Eya2 inh | TSG101-PTAP inh | ASM inhibitor | Tb PFK inh
Cc1ccc(-c2ccc(/C=C3\SC(N4CCOCC4)=NC3=O)o2)cc1 | 0% | ? | 1% | 29% | 2% | -12 | 0% | -8% | 8% | 45%[activator] | -16%
CCOC(=O)c1[nH]c(C)c(/C(O)=C2\C(=O)C(=O)N(CCN3CCOCC3)C2c2ccco2)c1C (centres undefined) | · | 6% | 1% | 0% | -2% | -5 | -17% | -16% | 0% | 2% | 3%
Cc1ccc(Cc2c(C)nc3nc(SCC(=O)NCCCN4CCOCC4)nn3c2C)cc1 | 1% | -15% | -3% | 0% | 1% | -3 | 14% | -21% | -4% | -2% | 1%
CSc1cccc(NS(=O)(=O)c2ccccc2)c1 | 5% | 2% | 3% | 6% | 0% | -6 | -8% | 5% | 0% | -1% | -20%
C/C(=N\NC(=O)c1cccc(S(=O)(=O)N2CCCC2)c1)c1ccc(OCC(=O)N(C)C)cc1 | 7% | 13% | 1% | -1% | 3% | -5 | -21% | -14% | -7% | 8% | -3%
Cc1ccc(N2C(=O)c3ccccc3NC2(C(=O)O)c2ccccc2)cc1Cl (centres undefined) | 0% | ? | -1% | -2% | -2% | -6 | ? | -10% | -2% | 5% | 2%
CC1(C)Oc2ccc3ccc(=O)oc3c2C(/C=N/O)=C1Cl | -3% | ? | 0% | 0% | 7% | -14 | -24% | 9% | -6% | 1% | 0%
COc1ccc(OC)c(NC(=O)C(CCS(C)(=O)=O)NC(C)=O)c1 (centres undefined) | -1% | 15% | ? | -2% | -2% | 6 | -12% | 25% | -1% | 2% | 25%
CCCc1nnc(NC(=O)C(=O)NCCN(C)C)s1 | -1% | 21% | 3% | -1% | 9% | 3 | 12% | 15% | -8% | 8% | 0%
COc1ccc(C2=NOC(C(=O)NCc3ccc(F)cc3)C2)cc1 (centres undefined) | -2% | 14% | ? | -4% | 3% | 12 | -3% | -20% | -9% | 8% | 7%[0.46 µM]
O=C(O)CSc1nnc(-c2cc3ccccc3o2)n1-c1ccccc1 | 1% | 4% | ? | -1% | -5% | 3 | 21% | 10% | -1% | 3% | -1%
COc1cc(NS(=O)(=O)c2ccc(NC(=O)CN3C(=O)c4ccccc4C3=O)cc2)ncn1 | 2% | 16% | 1% | 1% | 2% | 4 | ? | -1% | -6% | 1% | -3%
CCC(C)NC(=O)CC(NS(=O)(=O)c1ccc(C)cc1)c1ccc(OC)cc1 (centres undefined) | 5%[46.1 µM] | -5% | ? | -29% | 2% | -2 | -4% | -5% | -5% | 2% | -3%
Cc1ccc(S(=O)(=O)N(C)CC(=O)N2CCc3ccccc32)cc1 | · | 12% | 6% | 23% | 2% | -4 | 7% | -32% | -7% | -2% | -3%
CCOC(=O)C1=C(CC)OC(N)=C(C#N)C1c1ccc(OC)cc1OC (centres undefined) | -7%[46.1 µM] | -3% | -12% | 0% | 7% | -16 | 0% | -1% | -5% | 3% | -9%
COc1ccc(CCNC(=O)CN2C(=O)COc3ccc(S(=O)(=O)N4CCOCC4)cc32)c(OC)c1 | -3% | 0% | 0% | 3% | 15% | -8 | 10% | -4% | -11% | 1% | 5%
COc1cccc2cc(C(=O)NCc3ccc(Cl)cc3)c(=N)oc12 | 5% | 22% | 6% | 21% | 1% | 31 | 47% | 8% | -2% | 9% | -1%
COc1ccccc1Nc1nnc(Cc2ccccc2)c(=O)[nH]1 | -1% | 2% | ? | 4% | 4% | -3 | 4% | -16% | -7% | 2% | -15%
COc1ccccc1CNC(=O)c1cccs1 | -1% | · | · | 4% | · | · | 4% | · | 1% | 1% | ·
COc1ccc(OC)c(C2C(C(=O)Nc3ccc(F)cc3)=C(C)Nc3nc(CCCO)nn32)c1 (centres undefined) | 8% | 25% | -1% | -4% | -8% | 9 | -5% | 5% | 0% | 8% | 4%
Cn1cccc1Cc1nnc(SCC(=O)NCc2ccco2)n1CCc1ccccc1 | -6% | 4% | 0% | -3% | -4% | 2 | 16% | -11% | -15% | 5% | -16%
CC1=CCC(C(=O)O)C(C(=O)O)C1 (centres undefined) | -2% | -6% | -2% | -1% | 13% | 6 | 11% | 29% | -7% | 2% | 6%
O=C(CN1C(=O)NC2(CCCCC2)C1=O)Nc1cc(C(F)(F)F)ccc1N1CCCCC1 | · | 16% | 1% | 0% | 0% | -1 | 5% | 1% | -5% | 2% | 2%
Cc1cn(C2OC(COC(=O)c3ccccc3)C(O)C2O)c(=O)[nH]c1=O (centres undefined) | · | 16% | -9% | -1% | 13% | 1 | 16% | 26% | -8% | 2% | -6%
CCc1noc(C)c1C(=O)Nc1cccc(S(=O)(=O)N(C)c2ccccc2)c1 | -6% | ? | ? | 10% | 2% | -12 | 7% | -11% | 0% | 2% | 2%
CCOC(=O)N1CCN(CC(O)COc2ccc(-c3ccccc3)cc2)CC1 (centres undefined) | 3% | 1% | 2% | -10% | 2% | 2 | -28% | -2% | -2% | 0% | 2%
O=S(=O)(Nc1ccc(S(=O)(=O)N2CCOCC2)cc1)c1ccccc1 | -8% | -11% | 1% | 4% | 1% | -2 | 9% | -3% | -5% | -1% | -2%
O=C(CSc1nc(C2CC2)nc2ccccc12)Nc1cccc(O)c1 | 4% | 2% | 0% | 0% | -2% | 0 | -41% | ? | 0% | 0% | -1%
CN(CCOc1ccccc1)C(=S)Nc1ccc(OC(F)F)cc1 | -8% | ? | -15% | -19% | 12% | -12 | -4% | -1% | -5% | -2% | -7%
CCCn1c(CCC(=O)O)ccc1-c1ccc(F)cc1 | · | 1% | 5% | 7% | -5% | -8 | 1% | 6% | -6% | 114%[activator] | 20%
CC1=Nc2cc(C(=O)N3CCCC3)ccc2Sc2ccc(C)cc21 | 4% | 1% | -8% | 2% | -7% | 6 | 0% | 17% | -1% | -3% | 0%
COc1ccc(-c2cccc(-c3cc(=O)oc4cc(OC)cc(OC)c34)c2)cc1 | -4%[46.1 µM] | ? | ? | · | -14% | 2 | 18% | 4% | 2% | -19% | 1%

Molecules listed so far that contain fluorine, in the order listed:
SMILES | TCR activator | ELG1 repair inh | BCR signal inh | Mito fusion yeast | AT treatment | TSHR antag | Integrin act MD | Eya2 inh | TSG101-PTAP inh | ASM inhibitor | Tb PFK inh
COc1ccc(C2=NOC(C(=O)NCc3ccc(F)cc3)C2)cc1 (centres undefined) | -2% | 14% | ? | -4% | 3% | 12 | -3% | -20% | -9% | 8% | 7%[0.46 µM]
COc1ccc(OC)c(C2C(C(=O)Nc3ccc(F)cc3)=C(C)Nc3nc(CCCO)nn32)c1 (centres undefined) | 8% | 25% | -1% | -4% | -8% | 9 | -5% | 5% | 0% | 8% | 4%
O=C(CN1C(=O)NC2(CCCCC2)C1=O)Nc1cc(C(F)(F)F)ccc1N1CCCCC1 | · | 16% | 1% | 0% | 0% | -1 | 5% | 1% | -5% | 2% | 2%
CN(CCOc1ccccc1)C(=S)Nc1ccc(OC(F)F)cc1 | -8% | ? | -15% | -19% | 12% | -12 | -4% | -1% | -5% | -2% | -7%
CCCn1c(CCC(=O)O)ccc1-c1ccc(F)cc1 | · | 1% | 5% | 7% | -5% | -8 | 1% | 6% | -6% | 114%[activator] | 20%
